High-throughput results as filed in PubChem BioAssay.
Vif-A3G inh = qHTS for Inhibitors of Vif-A3G Interactions: qHTS; Potency, µM (highest dose often 46.1 µM), for the others: top-dose activity, negative = active, usual class: inhibitors; HeLa A3G-eYFP + Vif (tagged APOBEC3G with the HIV-1 protein that degrades it), YFP fluorescence, overnight; 0.076% of 410,000 active; AID 602310, 2012;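 also: % is scaled to controls: 0 for no effect and ±100 for the full control effect; nearly all actives have a fitted effect of over 60% in size; hits raise eYFP signal because A3G escapes Vif-driven loss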
Target sequence (Q9HC16 whole entry, looked up): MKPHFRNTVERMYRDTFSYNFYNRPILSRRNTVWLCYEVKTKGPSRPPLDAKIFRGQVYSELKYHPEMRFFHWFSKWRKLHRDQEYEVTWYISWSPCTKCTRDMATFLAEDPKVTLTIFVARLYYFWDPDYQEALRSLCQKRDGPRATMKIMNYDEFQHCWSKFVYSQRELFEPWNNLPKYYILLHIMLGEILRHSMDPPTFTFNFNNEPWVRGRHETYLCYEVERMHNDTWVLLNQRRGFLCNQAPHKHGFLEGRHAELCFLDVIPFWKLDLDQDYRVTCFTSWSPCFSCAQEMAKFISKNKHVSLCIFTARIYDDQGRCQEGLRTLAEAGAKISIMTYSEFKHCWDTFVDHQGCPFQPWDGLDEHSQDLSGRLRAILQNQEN
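HeLa cells stably expressing Vif and C-terminally eYFP-tagged A3G, seeded overnight at 37 deg C, then exposed to compound by pintool overnight at 37 deg C. Rise in yellow fluorescence (Ex 488/Em 500-530, Acumen) marks blocked Vif-driven A3G degradation.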
12-LOX inh = Primary qHTS assay for inhibitors of human arachidonate 12S-lipoxygenase (ALOX12): Round 2. purified 12hLO, xylenol orange hydroperoxide absorbance. Potency, µM (series often up to 108 µM), for the others: at the top dose activity change, negative = inhibition, usual class: inhibitors. 1.1% of 580,000 active. AID 1671190, 2021; also: % is scaled to controls: 0 for no effect and ±100 for the full control effect
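Hydroperoxide product was detected by ferrous iron/xylenol orange as the 573 to 405 nm absorbance ratio. Arachidonic acid at 40 uM (final) was turned over for 30 min at room temperature by 150 nM human 12hLO, pH 7.0 Hepes buffer, after 15 min compound preincubation.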
Vif-APOBEC3F blk = qHTS for Inhibitors of Vif-A3F Interactions: qHTS. HeLa A3F-eYFP + Vif (tagged APOBEC3F with the HIV-1 protein that degrades it), YFP fluorescence increase. Potency, µM (series often up to 46.1 µM), inactives show at the top dose activity, negative = active. 0.2% of 390,000 active; also: % of control where 0% means no effect; nearly all actives have a fitted effect of over 65% in size
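HeLa cells stably expressing A3F-eYFP plus Vif, plated and incubated overnight at 37 deg C, then exposed to compounds overnight at 37 deg C. Blocked degradation read as raised yellow fluorescence (Ex 488/Em 500-530).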
IDH1 R132H inh = qHTS for Inhibitors of mutant isocitrate dehydrogenase 1 (IDH1): qHTS. Isocitrate dehydrogenase [NADP] cytoplasmic (Homo sapiens), O75874. IDH1-R132H enzyme, NADPH consumption, diaphorase/resazurin fluorescence. Potency, µM (titrated, usually from 76.6 µM), inactives show at the highest dose activity change, negative = inhibition, most hits filed as inhibitors. 0.093% of 390,000 active. AID 602179, 2012; also: % is scaled to controls: 0 for no effect and ±100 for the full control effect; nearly all actives have a fitted effect of over 65% in size
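IDH1-R132H (0.5 ug/mL) preincubated 30 min with compound, then NADPH (0.016 mM) and alpha-KG (2 mM) added; 80 min at RT, pH 7.5. Remaining NADPH coupled via diaphorase/resazurin to fluorescence (540/590 nm); concentration-response curves normalized to no-enzyme control.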
TrxR1 inh = qHTS Assay for Inhibitors of Mammalian Selenoprotein Thioredoxin Reductase 1 (TrxR1): qHTS | 1% of 390,000 active | Thioredoxin reductase 1, cytoplasmic (Rattus norvegicus), O89049 | recombinant rTrxR1, NADPH fluorescence consumption, selenite substrate | Potency, µM (doses to about 114 µM), inactives show at the top dose activity change, negative = inhibition, hits mostly inhibitors; also: % is scaled to controls: 0 for no effect and ±100 for the full control effect; nearly all actives have a fitted effect of over 65% in size
Target sequence (O89049 whole entry, looked up): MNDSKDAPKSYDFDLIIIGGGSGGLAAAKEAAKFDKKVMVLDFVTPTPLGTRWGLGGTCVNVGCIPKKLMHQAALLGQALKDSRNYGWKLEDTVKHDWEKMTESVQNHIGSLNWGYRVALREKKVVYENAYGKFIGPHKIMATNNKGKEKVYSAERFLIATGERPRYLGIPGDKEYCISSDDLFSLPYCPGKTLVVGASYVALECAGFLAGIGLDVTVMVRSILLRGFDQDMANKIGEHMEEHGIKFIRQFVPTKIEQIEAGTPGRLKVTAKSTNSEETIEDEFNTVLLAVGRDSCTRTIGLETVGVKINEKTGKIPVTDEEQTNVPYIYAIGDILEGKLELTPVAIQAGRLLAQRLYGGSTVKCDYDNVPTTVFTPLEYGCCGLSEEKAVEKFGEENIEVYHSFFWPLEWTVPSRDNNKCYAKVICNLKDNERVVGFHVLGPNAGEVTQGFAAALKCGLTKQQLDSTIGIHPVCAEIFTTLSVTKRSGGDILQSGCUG
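Rat TrxR1 (90 nM in the dispensed reagent) was pre-reduced with 400 uM NADPH for 5 min at room temperature, then incubated with compound for 15 min. After 400 uM selenite was added, NADPH fluorescence (Ex 340/Em 450 nm) was followed for 8 min.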
TrxR1 substrate = qHTS Assay for Substrates of Mammalian Selenoprotein Thioredoxin Reductase 1 (TrxR1): qHTS. Thioredoxin reductase 1, cytoplasmic (Rattus norvegicus), O89049. purified TrxR1 substrate turnover, NADPH consumption readout. Potency, µM (titrated, usually from 114 µM), for the others: at the highest dose activity change, negative = substrate turnover. 0.01% of 390,000 active; also: % is scaled to controls: 0 for no effect and ±100 for the full control effect; nearly all actives have a fitted effect of over 50% in size
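Rat TrxR1, dispensed at 90 nM, was prereduced with 400 uM NADPH (final) for 5 min at ~22 deg C, then incubated with compound 15 min before 400 uM selenite. A first-read NADPH fluorescence drop versus no-compound background flagged substrates.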
USP1 inh = Inhibitors of USP1/UAF1: Primary Screen; Ubiquitin carboxyl-terminal hydrolase 1 (Homo sapiens), O94782; recombinant USP1/UAF1, Ub-Rhodamine cleavage fluorescence; Potency, µM (series often up to 57.1 µM), for the others: at the highest dose activity change, negative = inhibition, most hits filed as inhibitors; 0.23% of 390,000 active; AID 743255, 2014; also: % is scaled to controls: 0 for no effect and ±100 for the full control effect; nearly all actives have a fitted effect of over 60% in size; inactives centre near -12
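High-throughput fluorogenic screen: 1nM USP1/UAF1 complex, Ub-Rho substrate 150nM final, 50mM HEPES pH 7.8 with 0.5mM EDTA, 0.1 mg/ml BSA, 1mM TCEP and 0.01% Tween-20.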
RXFP1 agonist = qHTS Assay for Agonists of the Relaxin Receptor RXFP1; Relaxin receptor 1 (Homo sapiens), Q9HBX9; HEK293T-RXFP1 cAMP TR-FRET, 30 min; response scale: percent of porcine relaxin response, buffer zero; Potency, µM (titrated, usually from 57.5 µM), inactives show top-dose activation, actives largely listed as activators; 0.3% of 370,000 active; also: % is scaled to controls: 0 for no effect and ±100 for the full control effect; nearly all actives have a fitted effect of over 60% in size; many of its hits are not listed in these tables
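Agonist response is measured as cAMP accumulation in an RXFP1-transfected HEK293T line under PDE4 inhibition. Values are scaled between buffer-only and 29 nM porcine relaxin, and EC50s come from standard Hill equation fits.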
RGS4 inh = Inhibitors of Regulator of G Protein Signaling (RGS) 4: qHTS. 0.039% of 390,000 active. Transcreener GDP fluorescence polarization, RGS4-accelerated GTP hydrolysis. AID 504845, 2011. Regulator of G-protein signaling 4 (Homo sapiens), P49798. Potency, µM (series often up to 114 µM), for the others: at the highest dose activity change, negative = inhibition, most hits filed as inhibitors; also: % is scaled to controls: 0 for no effect and ±100 for the full control effect; nearly all actives have a fitted effect of over 75% in size; some results filed as inactive show a strong effect at the top dose
Target sequence (P49798 whole entry, looked up): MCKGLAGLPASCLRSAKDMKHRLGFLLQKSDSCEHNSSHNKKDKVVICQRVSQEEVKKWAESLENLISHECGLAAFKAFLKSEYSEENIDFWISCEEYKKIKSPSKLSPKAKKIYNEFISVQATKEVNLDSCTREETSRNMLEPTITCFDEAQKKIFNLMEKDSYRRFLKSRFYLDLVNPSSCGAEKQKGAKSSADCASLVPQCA
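MLSMR compounds (23 nl, pin-transferred) preincubated 10 min at room temperature with a 500nM (2x) first reagent, then RGS4 at 900nM (2x) plus Transcreener GDP mix added; fluorescence polarization (620/688 nm) read before and after 90 min at 30 °C.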
* hit, by the source's call; u = inconclusive; x = not tested or not shown; & = joins results of further samples; [ ] = dose if it differs, or a comment. Calls follow the shape of the dose curve; as a rule, active = well fitted curve in the direction sought with a large enough effect; inconclusive = small, poorly fitted or top-dose-only effect, or another doubt; inactive = no such curve, though single readings can be large; an effect the other way counts as inactive or inconclusive. Potency is read from the fitted curve at half-maximal effect. These rows are one share of the data; rates above refer to the full screens.

#	mol	Vif-A3G inh	12-LOX inh	Vif-APOBEC3F blk	IDH1 R132H inh	TrxR1 inh	TrxR1 substrate	USP1 inh	RXFP1 agonist	RGS4 inh
1	COc1ccc(S(=O)(=O)Nc2ccc(C(F)(F)F)cc2)cc1OC	0%	0%	5%	-3%	-9%	-5%	-4%	-0.2%	4%
2	CCCCC(=O)Nc1ccc(NCc2ccc(C)s2)cc1	-1%	0%	2%	-2%	10%	-6%	-22%	1.5%	11%
3	CC12CCC(=O)N1C(C(=O)NNC(=O)COc1cccc(C(F)(F)F)c1)CS2 (stereo not given)	-4%	1%	-15%	0%	6%	2%	-8%	1.3%	-39%
4	Cc1cccc(C(=O)NCCNc2nc3cc(C)c(C)cc3cc2C)c1	-1%	-16%	2%	-2%	4%	4%	-6%	3.0%	12%[11.4 µM]
5	CN(C(=O)COC(=O)c1cc(=O)[nH]c2ccccc12)C1CCCCC1	-4%	90%[activator]	13%	-1%	-15%	1%	3%	0.2%	-48%
6	COc1cccc(CNC(=O)C2CCN(C(=O)N3CCOc4ccc(Cl)cc43)CC2)c1OC	0%	-1%	-3%	0%	-8%	10%[11.4 µM]	0%	-2.8%	8%
7	COc1ccc2oc(C(=O)OCC(=O)NC3CCCCC3)c(C)c2c1	1%	-4%	-13%	-1%	9%	46%[activator]	0%	0.0%	-8%
8	Cc1ccc(NC(=O)C2CCN(C(=O)c3cnn(-c4ccccc4)c3-n3cccc3)CC2)cc1	3%	u	9%	10%	5%	-2%	-21%	0.5%	-13%
9	O=C1C2CCCN2C(c2ccc(Br)cc2)N1c1ccc(F)cc1 (stereo not given)	1%	258%[activator]	1%	2%	15%	3%	u	0.8%	5%
10	Cc1ccc(CC(=O)Nc2nc3ccccc3[nH]2)cc1C	-1%	4%	8%	0%	-11%	-4%	-3%	4.0%	2%
11	CC1(C)C(CC(=O)O)CC1C(=O)O (stereo not given)	5%	-11%	0%	4%	8%[2.29 µM]	10%[57.1 µM]	-5%	x	-22%
12	COC1(C(F)(F)F)NC(=O)N(c2ccc(F)cc2)C1=O (stereo not given)	2%	-19%	-1%	6%	16%	5%	-24%	1.2%	-6%
13	COc1ccc(NC(=O)C2CCCCN2S(=O)(=O)c2ccc(F)cc2)c(OC)c1 (stereo not given)	2%	-3%	2%	3%	3%	-5%	-1%	1.9%	14%
14	O=C(O)c1ccc2oc(=O)c(S(=O)(=O)c3ccccc3)cc2c1	-8%	-6%	-8%	0%	12%	-3%	-11%	0.8%	-2%
15	Fc1ccc(-n2ncc3c(Nc4ccc(Oc5ccc(Cl)cc5)cc4)ncnc32)cc1	-6%	-16%	-21%	7%	-11%[57.1 µM]	-6%[57.1 µM]	u	0.7%	26%

2 successive records from above, quoted:
#	mol	Vif-A3G inh	12-LOX inh	Vif-APOBEC3F blk	IDH1 R132H inh	TrxR1 inh	TrxR1 substrate	USP1 inh	RXFP1 agonist	RGS4 inh
13	COc1ccc(NC(=O)C2CCCCN2S(=O)(=O)c2ccc(F)cc2)c(OC)c1 (stereo not given)	2%	-3%	2%	3%	3%	-5%	-1%	1.9%	14%
14	O=C(O)c1ccc2oc(=O)c(S(=O)(=O)c3ccccc3)cc2c1	-8%	-6%	-8%	0%	12%	-3%	-11%	0.8%	-2%

The results go on:
#	mol	Vif-A3G inh	12-LOX inh	Vif-APOBEC3F blk	IDH1 R132H inh	TrxR1 inh	TrxR1 substrate	USP1 inh	RXFP1 agonist	RGS4 inh
16	O=C(COC(=O)C1CSC2(c3ccc(F)cc3)CCC(=O)N12)NC(=O)NC1CCCC1 (stereo not given)	-4%	-2%	7%	-1%	19%[57.1 µM]	6%[57.1 µM]	-17%	-2.0%	3%
17	O=C1CCN(CCc2ccccc2)CCN1CCSc1ccc(Br)cc1	-2%&0%	-14%	0%	3%	8%&24%	-3%&-2%	-21%	6.7%	1%&-4%
18	N#Cc1cc(-c2ccccc2)nnc1Oc1ccccc1Cl	0%	6%	-7%	6%	35%[57.1 µM]	11%[57.1 µM]	-9%	1.9%	u
19	CC(=O)Nc1ccc(Oc2ccc3c(c2)C(=O)NC3=O)cc1	1%	25%	3%	5%	12%[57.1 µM]	10%[57.1 µM]	-8%	2.5%	4%
20	O=[N+]([O-])c1nn(-c2ccc3c(c2)OCCO3)n(O)c1=NC1CCCCCC1	2%	4%	2%	10%	8%	0%	-4%	0.6%	2%
21	Cc1ccnc(NS(=O)(=O)Cc2ccccc2)c1	1%	-2%	3%	4%	24%[57.1 µM]	41%[activator][57.1 µM]	-20%	-2.8%	15%
22	O=C(OCc1ccccc1)/C(=C(\O)c1ccccc1Br)c1ccc(-c2ccccc2)cn1	-1%	-7%	-1%	-3%	-1%	1%	-17%	-1.1%	1%
23	C=C(C)C(=O)Nc1cccc(C2=NOC3(C2)C[C@@H](C(N)=O)N(C(=O)c2cc([N+](=O)[O-])cc([N+](=O)[O-])c2)C3)c1 (stereo not given in full)	3%	-13%	-4%	0%	15%	-2%	1%	5.5%	3%
24	O=C1c2ccccc2CN1c1ccccc1	-7%	10%	-1%	10%	19%	3%	-13%	-0.5%	-24%
25	O=C(N1CCOCC1)N1CCc2ccccc21	3%	16%	2%	-2%	19%	7%	-11%	2.0%	-10%
26	O=[N+]([O-])c1ccc(O)c(/C=N/n2c(-c3ccccc3)n[nH]c2=S)c1	-1%	u	5%	10%	-42%	5%[57.1 µM]	-17%	0.3%	-45%
27	Cc1nn(C)c(Oc2cccc(Cl)c2)c1C(=O)O	1%	u	-1%	-5%	19%[57.1 µM]	2%[57.1 µM]	-21%	0.6%	11%
28	CCc1ccc(NC(=O)CN2C(=O)CC(C)S(=O)(=O)c3ccccc32)cc1 (stereo not given)	-2%	0%	3%	0%	-2%	-10%	-15%	0.7%	9%
29	O=C(NCCCl)Nc1ccccc1NS(=O)(=O)c1cccs1	-1%	-9%	7%	8%	21%[57.1 µM]	12%[57.1 µM]	-19%	x	-11%
30	Brc1ccc(-c2nc3ccccn3c2Nc2ccc3c(c2)OCCO3)o1	-3%	-24%	-6%	9%	0%	14%	u	5.1%	-13%
31	CCc1nn(C)c(N)c1C	7%	-47%	-2%	8%	11%	5%	-14%	-0.4%	-4%
32	CCCN(CCC)CC(O)Cn1cc(/C=C/C(=O)c2ccc(C)cc2)c2ccccc21 (stereo not given)	u	u	-2%	-10%	-23%	-12%	u	0.1%	6%
33	CC(C)Nc1nnc(SCC(=O)c2c[nH]c3ccccc23)s1	-2%	-2%	-10%	0%	-3%	-4%	-18%	-0.9%	28%
34	Cc1c(CNCCc2ccc(S(N)(=O)=O)cc2)c(C(=O)O)c(C)n1Cc1ccc(Cl)cc1	0%	-18%	2%	-4%	1%	3%	-11%	0.0%	-7%
35	CCN1CCN(C(=O)C(C)Sc2nnc3nc(C)cc(C)n23)CC1 (stereo not given)	1%	-4%	-8%	14%	-1%	0%	4%	3.6%	23%
36	Cc1ccc(C(=O)N/N=C/c2cc(Br)ccc2O)cn1	-7%	u	0%	13%	10%	-1%	-1%	1.5%	-15%
37	Cc1ccc(C)c(S(=O)(=O)N2CCCCC2CCNC(=O)C(=O)NC2CC2)c1 (stereo not given)	-1%	-2%	5%	4%	-15%	-14%	-15%	-0.5%	3%
38	Cc1cc(=O)[nH]c(SCC(=O)Nc2ccc(S(=O)(=O)N3CCCCC3)cc2)n1	2%	-11%	3%	3%	9%	-1%	-7%	1.4%	-25%
39	O=c1c2c3c(sc2n(CCN2CCCC2)c(=O)n1Cc1ccco1)CCCCC3	-1%	-59%	-6%	-2%	u	-9%	1%	2.3%	-7%
40	Cc1occc1-c1nnc(SCC(=O)Nc2ccccn2)o1	2%	7%	-14%	2%	24%[57.1 µM]	2%	-17%	2.0%	-10%
41	Cc1cc(C)cc(NC(=O)Cn2nnc(C(=O)NCc3cccs3)c2N)c1	-4%	-20%	6%	3%	13%	8%	-19%	1.5%	-30%
42	CCOC(=O)c1c(C)[nH]c(C)c1S(=O)(=O)NCCc1ccco1	3%	-6%	-4%	-1%	16%[57.1 µM]	8%[57.1 µM]	-19%	-0.4%	3%[56.9 µM]
43	CCOC(=O)c1cnc(SCC(=O)Nc2ccc3c(c2)OCCO3)nc1N	-5%	0%	x	0%	-4%	-2%	-18%	1.2%	-16%
44	O=C(NC(Cc1ccccc1)C(=O)O)/C(=C\c1ccco1)NC(=O)c1ccccc1Br (stereo not given)	-4%	-18%	-5%	1%	u	-5%	-6%	4.4%	-6%
